# Bioassay records as filed in PubChem BioAssay.
# PME-1 primary: PME-1 inhibitors via competitive probe labeling, primary screen, biochemical, fluorescence polarization, FP-Rh probe, HTS; Protein phosphatase methylesterase 1 (Homo sapiens), Q9Y570; recombinant PME-1; inhibition, % at 5.9 µM; 0.53% of 320,000 active; AID 2130, 2009;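 active means inhibition above the campaign mean of all compounds plus 3 SD, cut at about 26% in these data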;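 further: competitive labeling of PME-1 active site by serine hydrolase directed probe; 0% = PME-1 with DMSO and 100% = wells lacking PME-1 enzyme; inhibitors block probe labeling so polarization falls and inhibition rises; many of its hits are not listed in these tables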
# Target sequence (Q9Y570 whole entry, looked up): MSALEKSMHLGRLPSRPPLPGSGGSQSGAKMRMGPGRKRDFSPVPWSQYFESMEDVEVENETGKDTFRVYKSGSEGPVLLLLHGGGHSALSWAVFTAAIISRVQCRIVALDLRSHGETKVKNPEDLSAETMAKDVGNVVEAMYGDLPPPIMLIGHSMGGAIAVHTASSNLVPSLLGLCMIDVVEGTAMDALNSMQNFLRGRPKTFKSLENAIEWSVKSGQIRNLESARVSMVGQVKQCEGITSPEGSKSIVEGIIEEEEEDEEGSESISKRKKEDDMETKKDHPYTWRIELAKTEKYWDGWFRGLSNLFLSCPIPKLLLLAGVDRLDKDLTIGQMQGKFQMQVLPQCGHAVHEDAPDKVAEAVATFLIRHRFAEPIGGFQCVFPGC
# LYPLA1 counter: LYPLA1 inhibitors, primary screen, counter-screen for PME1 inhibitor project, biochemical, fluorescence polarization, FP-Rh probe ABPP; Acyl-protein thioesterase 1 (Homo sapiens), O75608; AID 2174, 2009; inhibition, % at 5.9 µM; 0.16% of 320,000 active; recombinant LYPLA1;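 active means inhibition above the mean of all tested compounds plus 3 SD, set per campaign, cut at about 14% in these data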;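 further: inhibitors block serine hydrolase probe labeling of LYPLA1 so polarization falls; 0% = enzyme with DMSO and 100% = wells lacking LYPLA1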
# Target sequence (O75608 whole entry, looked up): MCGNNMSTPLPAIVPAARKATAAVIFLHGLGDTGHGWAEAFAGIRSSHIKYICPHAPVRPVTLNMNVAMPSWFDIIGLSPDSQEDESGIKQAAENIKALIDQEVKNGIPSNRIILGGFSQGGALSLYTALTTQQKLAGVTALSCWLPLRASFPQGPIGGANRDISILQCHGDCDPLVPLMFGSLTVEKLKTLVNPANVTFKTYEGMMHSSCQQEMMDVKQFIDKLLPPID
# PAD4 inh: human PAD4 inhibitors, primary screen, biochemical, fluorescence polarization, 1536-well format; recombinant PAD4, RCA probe fluorescence polarization; inhibition, % at 6.36 µM; 0.41% of 330,000 active;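 active means percent inhibition above a cutoff equal to the mean of all tested compounds plus 3 SD, cut at about 15% in these data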;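 further: 0% = PAD4 with RCA probe and DMSO and 100% = probe without PAD4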
# GSTO1 counter: inhibitors of recombinant GSTO1, primary screen, counter-screen for RBBP9 inhibitor project, biochemical, fluorescence polarization | Glutathione S-transferase omega-1 (Homo sapiens), P78417 | activity-based probe fluorescence polarization | inhibition, % at 5.96 µM | 1.1% of 300,000 active | AID 1974, 2009;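 active means inhibition above the campaign mean inhibition plus 3 SD, cut at about 35% in these data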;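 further: 0% = GSTO1-1 with DMSO and 100% = wells lacking GSTO1-1 enzyme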
# Target sequence (P78417 whole entry, looked up): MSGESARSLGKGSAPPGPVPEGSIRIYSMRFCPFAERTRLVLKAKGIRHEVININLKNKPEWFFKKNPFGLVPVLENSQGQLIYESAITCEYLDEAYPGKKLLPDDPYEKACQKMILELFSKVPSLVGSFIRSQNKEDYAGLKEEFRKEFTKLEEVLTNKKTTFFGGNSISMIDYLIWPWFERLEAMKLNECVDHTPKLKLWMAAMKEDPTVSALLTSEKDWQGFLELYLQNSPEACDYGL
# pPAFAH inh: pPAFAH enzyme inhibitors, primary screen, biochemical, fluorescence polarization, human; Platelet-activating factor acetylhydrolase (Homo sapiens), Q13093; 1.5% of 330,000 active; AID 463082, 2010; inhibition, % at 3.39 µM; recombinant pPAFAH, FP-rhodamine probe fluorescence polarization;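 active means inhibition above the mean inhibition across the screen plus 3 SD, cut at about 25% in these data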;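 further: inhibitors block binding of the rhodamine activity-based probe so polarization drops; 0% = enzyme with DMSO and 100% = wells lacking pPAFAH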
# LYPLA2 inh: LYPLA2 inhibitors, primary screen, counter-screen for PME1 inhibitor project, biochemical, fluorescence polarization, FP-Rh probe ABPP; Acyl-protein thioesterase 2 (Homo sapiens), O95372; recombinant LYPLA2; inhibition, % at 5.9 µM; 0.38% of 320,000 active;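 active means inhibition above the screen-wide mean plus 3 SD, limit set per campaign, cut at about 26% in these data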;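 further: 0% = LYPLA2 with DMSO and 100% = wells lacking LYPLA2 enzyme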
# PAFAH1B2 FP inh: PAFAH1B2 enzyme inhibitors, primary screen, biochemical, fluorescence polarization, human. Platelet-activating factor acetylhydrolase IB subunit alpha2 (Homo sapiens), P68402. recombinant PAFAH1B2, FP-rhodamine activity probe. inhibition, % at 3.39 µM. 1.2% of 340,000 active. AID 492953, 2010;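 active means inhibition above the mean of all tested compounds plus 3 SD, cut at about 24% in these data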;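 further: 0% = enzyme with DMSO and 100% = wells lacking PAFAH1B2; many of its hits are not listed in these tables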
# PREPL inhibitor: PREPL enzyme inhibitors, primary screen, biochemical, fluorescence polarization | Prolyl endopeptidase-like (Homo sapiens), Q4J6C6 | recombinant PREPL, fluorescence polarization activity-based probe | inhibition, % at 5.96 µM | 0.68% of 320,000 active | AID 2751, 2010; in the data active means inhibition above about 43%;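 further: 0% = enzyme with DMSO and 100% = wells lacking enzyme; many of its hits are not listed in these tables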
# PAFAH1B3 inh: PAFAH1B3 enzyme inhibitors, primary screen, biochemical, fluorescence polarization, human | Platelet-activating factor acetylhydrolase IB subunit alpha1 (Homo sapiens), Q15102 | 0.28% of 340,000 active | inhibition, % at 3.39 µM | recombinant PAFAH1B3, FP-rhodamine probe;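 active means inhibition above the screen-wide average of all tested compounds plus 3 SD, cut at about 25% in these data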;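 further: 0% = enzyme with DMSO only and 100% = wells lacking PAFAH1B3 protein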
# Target sequence (Q15102 whole entry, looked up): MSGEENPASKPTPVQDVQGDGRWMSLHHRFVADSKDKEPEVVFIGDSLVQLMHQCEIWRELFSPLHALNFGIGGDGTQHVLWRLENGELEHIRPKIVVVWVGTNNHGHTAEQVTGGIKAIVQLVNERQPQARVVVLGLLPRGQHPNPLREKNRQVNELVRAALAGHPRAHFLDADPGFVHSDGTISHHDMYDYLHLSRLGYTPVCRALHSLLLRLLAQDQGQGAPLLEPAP
# * hit, by the source's call; / = no result given. This is a subset; rates above refer to the full screens.
SMILES,PME-1 primary,LYPLA1 counter,PAD4 inh,GSTO1 counter,pPAFAH inh,LYPLA2 inh,PAFAH1B2 FP inh,PREPL inhibitor,PAFAH1B3 inh
O=C(Cn1c(=O)[nH]c2ccccc2c1=O)Nc1ccc2c(c1)OCO2,1,-2,-7,10,3,-1,2,5,0
O=C(CSc1nnc(Nc2ccccc2)s1)NC1CCCC1,/,/,0,/,-2,/,1,6,2
C=CCNC(=O)c1cc(Cl)ccc1Cl,3,-1,1,-4,4,8,4,3,4
O=C(NC1CCCCC1)c1ccc([N+](=O)[O-])o1,-2,2,-12,8,-3,0,0,18,6
CCOc1cc(N2CCOCC2)c(OCC)cc1NC(=O)CSc1ncccn1,-1,2,-6,2,1,-8,5,-3,0
Cc1ccc(Cc2cnc(N)s2)o1,-4,4,6,20,16,8,5,28,10
CCc1ccc(N(CC(=O)NC(C)C)C(=O)CCC(=O)Nc2nccs2)cc1,-6,-9,0,4,-7,-1,6,1,10
COC(=O)C1=C(C(=O)OC)[C@@H]2N(C)c3ccc(OC)cc3[C@@]23C[C@@H](C(=O)OC)N(C(=O)CC(C)C)C3=N1,0,-2,0,2,7,3,0,1,-7
O=C(CSc1nnc(NC(=O)C2CCC2)s1)Nc1ccccc1,2,0,-3,8,-2,-3,7,0,6
CCCCC(=O)NC(=S)Nc1cc(C(=O)O)ccc1Cl,2,-1,-3,0,-2,11,8,-2,0
Cc1cc(C)c2c(N)c3cccc(C)c3nc2n1,4,3,-3,-1,-1,-6,0,20,2
O=c1cc(C(F)(F)F)[nH]c2ccccc12,-6,3,3,2,5,2,4,8,5
CNC(=O)COC(=O)c1ccc(NS(=O)(=O)c2ccc3c(c2)OCCO3)cc1,2,0,-1,3,7,6,0,4,0
Cc1ccc(-n2ncc(C(=O)NCc3ccc4c(c3)OCO4)c2NC(=O)c2ccco2)cc1C,3,-1,-4,-2,0,-2,0,2,-5
COc1ccc(C(=O)/C=C/Nc2ccc(NC(C)=O)cc2)cc1OC,-4,-2,-1,1,6,0,3,13,6
O=c1ccc(Cc2ccccn2)n[nH]1,2,-2,0,6,0,1,8,13,2
CCC(C)(C)n1nnnc1C(c1cccnc1)N1CCC(Cc2ccccc2)CC1 (stereo unspecified),0,0,9,6,9,10,-4,14,3
C=CCn1c(SCn2nnc3ccccc3c2=O)nnc1-c1ccc(Cl)cc1,7,1,-2,-2,-3,6,2,-5,10
COC(=O)c1ccc(C23CC4(C2)[C@H](CN(CC2CCCCC2)[C@@H]4c2ccccc2)C3c2ccc(Cl)nc2)cc1 (stereo partly specified),-8,-2,-4,4,-4,-2,2,-13,-9
CCn1c(SCC(=O)NC(=O)c2ccccc2OC)nc2ccccc21,1,-1,-1,10,11,14,0,3,2
O=C(c1ccc(-n2ccnc2)cc1)N1CCCC(CO)(Cc2cccc(Cl)c2)C1 (stereo unspecified),2,4,-4,-1,1,7,-3,-1,10
Fc1ccc(-c2nnc(SCc3cccnc3)o2)cc1,-8,-3,-8,0,-2,0,/,1,/
O=c1cc(COc2ccccc2[N+](=O)[O-])nc2sccn12,2,1,0,-1,-4,2,/,-13,/
CC(C)c1ccc(NC(=S)NNc2ccc(Cl)c(C(=O)O)c2)cc1,8,0,3,11,38*,4,1,9,0
CC(=C/c1ccccc1)/C=N/NC(=O)c1ccc2nc[nH]c2c1,-4,-3,0,-1,2,-6,2,-3,0

# Later entries.
SMILES,PME-1 primary,LYPLA1 counter,PAD4 inh,GSTO1 counter,pPAFAH inh,LYPLA2 inh,PAFAH1B2 FP inh,PREPL inhibitor,PAFAH1B3 inh
Cc1cc(C)n2c3c(c(C#N)c2n1)CC(C)(C)OC3,-5,0,1,-1,6,3,-1,7,2
O=C(c1ccc2c(c1)OCO2)C1CCCN(Cc2cc(F)ccc2-n2cccn2)C1 (stereo unspecified),4,-3,0,9,2,7,0,-12,3
C=C(C)CNC(=O)CCc1nnc(Cc2cccc(C(F)(F)F)c2)o1,8,1,0,-1,-3,6,-1,14,5
O=C(c1cc(COc2cccc(C(F)(F)F)c2)on1)N1C[C@@H]2CCC[C@H]1C2,1,-1,4,8,7,-1,-1,6,4
Cc1cccc(Nc2nnc(SCC3CCCCO3)s2)c1C (stereo unspecified),-4,-4,3,-1,7,-3,4,20,5
O=S(=O)(/N=C(/c1ccccc1Cl)N1CCOCC1)c1ccccc1,3,4,-3,8,2,2,-2,1,6
CCCCNCc1cc(OC)c(OCC(N)=O)cc1Br,0,1,-2,9,-1,4,5,9,5
O=S(=O)(c1ccccc1)c1nc(-c2ccco2)oc1NCCCN1CCOCC1,-3,1,-3,-3,4,-1,-1,5,1
CNC(=S)NNc1nc(-c2ccccc2)c2cc(Cl)ccc2n1,2,1,-1,0,12,9,-1,9,0
CCOc1ccccc1NC(=O)CC1NCCNC1=O (stereo unspecified),4,5,-6,1,3,-1,-2,-4,10
Cc1csc(NC(=O)c2cccc(S(=O)(=O)N3CCCCC3)c2)n1,7,-6,-1,-1,1,0,5,-4,-1
CCOC(=O)c1ccc(N2NC(=O)/C(=C/c3ccc(OC(=O)c4ccco4)c(OC)c3)C2=O)cc1,2,0,-2,37*,11,5,/,42,/
Cc1ccc(S(=O)(=O)NCC(=O)N(c2ccccc2)C(C(=O)NCc2ccccc2)c2ccco2)cc1 (stereo unspecified),4,0,7,16,9,0,10,6,4
CC(C)NC(=O)COc1ccccc1C#N,-3,1,0,0,2,-2,4,-2,1
COc1ccc(OCc2cc(C(=O)N(C)Cc3nnc(C)o3)no2)c(Cl)c1,0,-2,1,8,0,4,6,0,5
CCc1ccc(C2NC(=S)NC3=C2C(=O)CCC3)cc1 (stereo unspecified),-8,0,-2,4,2,7,1,-7,6
Cc1c[n+]([O-])cc(C)c1Oc1ccccc1,1,-1,4,2,4,-4,4,0,3
O=C1CCC(C(=O)Nc2ccc(OC(F)F)cc2)N1 (stereo unspecified),0,-1,-2,2,3,8,2,1,6
CCN(CC)c1ccc(S(=O)(=O)N2CCOCC2)cc1NS(C)(=O)=O,2,-4,-1,5,-9,-13,/,14,/
O=C(Cn1c(=O)cnc2ccccc21)Nc1cccc(S(=O)(=O)N2CCCCC2)c1,0,-3,-5,/,4,2,-1,7,1
CCCNC(=O)CC1C(=O)N(Cc2ccccc2)C(C)c2nc3ccccc3n21 (stereo unspecified),-1,-1,-2,-4,-1,-6,6,-2,3
Cc1csc(NC(=O)c2ccccc2)n1,2,-7,2,5,-5,-3,-3,-1,-1
CSCCCNC(=O)c1ccccc1OC1CCN(S(C)(=O)=O)CC1,0,1,0,-5,3,-1,10,1,4
CCOC(=O)N1CCN(C(=O)CS(=O)(=O)c2cn(Cc3ccccc3C)c3ccccc23)CC1,-4,4,-1,-2,5,3,7,3,6
COc1ccc(Br)cc1S(=O)(=O)Nc1ncccc1C,1,-3,6,-7,-5,-1,-1,-5,2

# The final 2 records of the part above are carried over, then new ones follow:
SMILES,PME-1 primary,LYPLA1 counter,PAD4 inh,GSTO1 counter,pPAFAH inh,LYPLA2 inh,PAFAH1B2 FP inh,PREPL inhibitor,PAFAH1B3 inh
CCOC(=O)N1CCN(C(=O)CS(=O)(=O)c2cn(Cc3ccccc3C)c3ccccc23)CC1,-4,4,-1,-2,5,3,7,3,6
COc1ccc(Br)cc1S(=O)(=O)Nc1ncccc1C,1,-3,6,-7,-5,-1,-1,-5,2
CCOC(=O)C1CCN(C(=O)c2sc3nc(C)nc(N4CCC(C)CC4)c3c2C)CC1,2,-2,2,-4,18,5,6,-4,-6
O=C(NC(=S)Nc1ccc(S(=O)(=O)Nc2nccs2)cc1)c1ccccc1,4,3,-4,1,1,-7,2,-7,5
COc1ccc(NC(=O)CSCC(=O)Nc2sccc2C#N)cc1,7,4,13,6,19,2,0,10,-10
CSc1ccccc1OCc1cc(C(=O)NCc2cccc(C)n2)no1,3,0,0,2,6,5,-1,-14,8
Cc1cccc(CSc2nnc(CCNC(=O)OC(C)(C)C)o2)c1,-2,2,3,6,7,8,/,4,/
COc1cc(CCN2C(=O)c3cccc4cccc(c34)C2=O)c(S(=O)(=O)N2CCC(C)CC2)cc1OC,-4,-7,-1,-5,1,-15,-3,9,0
CCCNC(=O)Nc1nc2ccccc2s1,-2,2,4,17,2,-2,4,12,8
Fc1ccc(COc2ccc3ccccc3c2CNc2nn[nH]n2)cc1,3,0,2,8,2,9,7,2,5
COCC(C)n1c(SCC(=O)NC(=O)Nc2ccc3c(c2)OCCO3)nc2ccccc2c1=O (stereo unspecified),8,-5,1,5,6,-3,5,7,6
OCCN1CCN(c2cc(C(F)(F)F)nc3c(F)cccc23)CC1,-10,3,-1,-1,0,-3,5,4,12
Cc1cc(C(=O)Cn2nnc3ccccc3c2=O)c(C)n1Cc1cccs1,-3,-1,5,-3,10,3,-1,-11,1
CN(C)c1ccc(C(=O)NNC(=O)c2ccc(Cl)cc2)cc1,-4,0,3,4,7,6,/,10,/
COc1ccc(CCNC(=O)c2cc(-c3cc(C)cc(C)c3O)n[nH]2)cc1OC,5,-15,4,-19,-3,-10,3,14,8
Cn1cc(Cl)c(-c2n[nH]c(=S)n2-c2ccc(F)cc2)n1,0,-2,-3,-3,-2,-1,8,-1,2
O=C(CSc1nnc2n1CCCN2)c1ccc([N+](=O)[O-])cc1,-2,0,-2,11,2,3,4,0,4
Cc1ccc(S(=O)(=O)Nc2c(C(=O)O)[nH]c3ccccc23)c(C)c1,0,3,0,11,12,5,16,-5,11
COC(=O)C(C)n1cnc2c(nnn2Cc2ccc(Cl)cc2)c1=O (stereo unspecified),0,6,1,3,2,0,5,13,7
COc1ccc(C=O)cc1OC(=O)C1(C)Cc2ccccc2C(=O)O1 (stereo unspecified),-5,-4,6,-2,-6,-9,2,16,9
Cc1ccc(S(=O)(=O)N2[C@@H](c3ccc(C(C)(C)C)cc3)C(C(=O)O)=CC[C@H]2c2ccc(Cl)cc2)cc1,/,/,-3,/,37*,/,90*,2,-6
O=C(NC1CCN(Cc2ccc3ccccc3c2)CC1)c1ccccc1,5,1,-3,-2,5,3,-3,3,3
CCOC(=O)NC(=O)/C(C#N)=N/Nc1c(F)cccc1F,-7,0,6,-7,2,6,1,0,0
Cc1cc2cc(OCc3ccccc3)ccc2n1C,5,-1,-3,1,3,-3,5,-1,11
CC1Sc2ccc(S(=O)(=O)N3CCN(c4ccccc4)CC3)cc2NC1=O (stereo unspecified),-6,-6,-15,8,-3,-9,6,-52,8
O=S(=O)(NC1=NCCC1)c1cccc(NC(=S)Nc2ccc(OC(F)F)cc2)c1,/,/,2,/,-1,/,9,11,2
COCCn1c(SCC(=O)NC2CCCC2)nc2cccnc21,2,-1,-11,-1,-1,-5,8,20,1
O=[N+]([O-])c1cc(/C=N\O)ccc1Oc1ccc(F)cc1,-2,2,0,-2,3,11,-2,1,0
O=c1oc2cc(OCc3ccc(C(F)(F)F)cc3)ccc2cc1-c1ccccn1,0,3,3,7,4,-1,-3,9,-4
